# Screens deposited in PubChem BioAssay by National Center for Advancing Translational Sciences (NCATS).
# Cycloheximide cs: affects cycloheximide protein synthesis inhibition readout, counter-screen. cell reporter, cycloheximide protein synthesis inhibition counterscreen. max response, %. 12% of 300,000 active. AID 2314; in the data active = max response mostly above about 13%, no sharp cut-off; inactive = mostly below about 14%; note: read at 38.3 µM for the half of the compounds with a filed dose; 0% is about no effect
# Pf growth 48h: inhibits P. falciparum growth in the first generation, 48 h | P. falciparum luciferase growth in erythrocytes, 48 h | Potency, µM (highest dose often 28.7 µM), for the others: at the highest dose activity change, negative = inhibition, usual class: inhibitors | 5.9% of 310,000 active; note: potency is the fitted concentration of half-maximal effect; % is set by controls: 0 for no effect and ±100 for the full control effect
#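 First compound was added to culture medium, then infected red cells at 0.1% parasitemia and 2% hematocrit (final). After incubation at 37 C under 5% CO2, luciferase detection reagent was dispensed and light output recorded.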
# Pf growth 96h: P. falciparum growth inhibition at 96 hours. P. falciparum luciferase reporter growth, 96 h. Potency, µM (highest dose often 28.7 µM), inactives show at the top dose activity change, negative = inhibition, usual class: inhibitors. 6.9% of 320,000 active; note: potency is the fitted concentration of half-maximal effect; % is set by controls: 0 for no effect and ±100 for the full control effect
#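 Parasite growth measured via integrated firefly luciferase reporter in P. falciparum. Infected erythrocytes at 2% hematocrit, 0.05% parasitemia final were treated 96 hours at 37 C under 5% CO2, and luminescence was read.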
# AMA1-RON2 inh: AMA1-RON2 (P. falciparum) interaction inhibition. Potency, µM (series often up to 58.2 µM), inactives show at the highest dose activity change, negative = inhibition, actives largely listed as inhibitors. AlphaScreen AMA1-biotinylated RON2 peptide binding. 0.2% of 360,000 active;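 note: potency is the fitted concentration of half-maximal effect; 0% = vehicle wells and -100% = peptide control; nearly all actives have a fitted effect of over 45% in size; some results filed as inactive show a strong effect at the top dose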
#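 AMA1 (3D7) with his tag at 25 nM final met compounds first, then biotinylated RON2 peptide at 25 nM; detection used donor plus acceptor beads, 10 µg/mL apiece, read by AlphaScreen after 30 min at room temperature.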
# Shiga toxin inh: Shiga toxin inhibition; Vero cells, Shiga toxin protein synthesis inhibition reporter; inhibition, % at 38.7 µM; 9.2% of 290,000 active; AID 2315; in the data active = inhibition mostly above about 28%, no sharp cut-off; inactive = mostly below about 43%; note: 0% is about no effect
# Tb PYK inh: T. brucei pyruvate kinase inhibition; Potency, µM (series often up to 76.8 µM), for inactives: at the top dose activity, negative = inhibition, usual class: inhibitors; TbPYK enzyme, Kinase-Glo Plus ATP luminescence, 45 min; 0.12% of 410,000 active; Q57TT1; AID 624173; note: potency is the fitted concentration of half-maximal effect; % is set by controls: 0 for no effect and ±100 for the full control effect; nearly all actives have a fitted effect of over 50% in size
#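 Glycolytic pyruvate kinase of T. brucei was incubated with substrate, test compound and 130 uM ADP for 45 minutes at room temperature. Luminescent Kinase-Glo Plus signal was measured after 10 minutes.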
# LmPK inhibitor: LmPK (Leishmania mexicana) enzyme inhibition. Q27686. 0.37% of 290,000 active. Potency, µM (titrated, usually from 57.5 µM), without a hit: top-dose activity change, negative = inhibition, actives largely listed as inhibitors. purified LmPK, Kinase-Glo ATP luminescence, 1 h; note: potency is the fitted concentration of half-maximal effect; % is set by controls: 0 for no effect and ±100 for the full control effect
# Target sequence (Q27686 whole entry, looked up): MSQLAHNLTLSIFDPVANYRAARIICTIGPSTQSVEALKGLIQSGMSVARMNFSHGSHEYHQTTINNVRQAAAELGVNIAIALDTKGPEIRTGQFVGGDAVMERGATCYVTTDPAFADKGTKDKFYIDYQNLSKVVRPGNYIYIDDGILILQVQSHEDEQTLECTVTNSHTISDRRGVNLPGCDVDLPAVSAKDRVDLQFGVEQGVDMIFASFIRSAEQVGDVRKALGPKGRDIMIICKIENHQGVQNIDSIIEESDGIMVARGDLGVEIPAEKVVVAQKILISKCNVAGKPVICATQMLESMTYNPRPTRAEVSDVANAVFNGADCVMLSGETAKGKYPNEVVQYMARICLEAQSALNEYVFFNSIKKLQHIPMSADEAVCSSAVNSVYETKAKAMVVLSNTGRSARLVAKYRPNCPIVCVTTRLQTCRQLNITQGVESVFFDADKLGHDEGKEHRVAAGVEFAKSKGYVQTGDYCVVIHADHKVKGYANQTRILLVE
#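 qHTS format; LmPK 0.1 nM; substrates PEP 0.5 mM and ADP 0.1 mM. One-hour room-temperature incubation, then coupled luciferase luminescence; 0.5 nM enzyme wells mark activation.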
# The depositor's hits bear a star; ? = inconclusive; nt = not tested or not shown; [ ] = dose if it differs, or a comment. Unless noted, calls come from the whole dose curve; as a rule, active = well fitted curve in the direction sought with a large enough effect; inconclusive = small, poorly fitted or top-dose-only effect, or another doubt; inactive = no such curve, though single readings can be large; an effect the other way counts as inactive or inconclusive.
SMILES,Cycloheximide cs,Pf growth 48h,Pf growth 96h,AMA1-RON2 inh,Shiga toxin inh,Tb PYK inh,LmPK inhibitor
CN(C(=O)c1ccc(OC2CCN(CCc3ccccc3)CC2)cc1)C1CCOC1 (centres undefined),-2.9,-5.3%,?,-8.0%,-23.5,0.0%,-9.4%
CCOCCN(C(=O)COC)c1cccc(OC)c1,-2.6,-8.6%,39.1%[activator],-4.7%,-19.7,-7.7%,9.9%
CCOC(=O)C1CN(S(=O)(=O)c2cc(OC)ccc2OC)C1,-3.3,-8.6%,-4.8%,-6.6%,-4.1,-3.7%,7.7%
COc1ccc(S(=O)(=O)N2CC(C)N(C(=O)N3CCOCC3)C2)cc1 (centres undefined),-1.9,17.3%,-1.4%,2.5%,-2.5,0.8%,1.6%
CCCNC(=O)c1ccc2c(c1)ncn2-c1cc(C)cc(C)c1,1.9,?,-17.9%,0.0%,-9.4,-0.1%,-6.5%
CCOC(=O)c1c(C)[nH]c(C(=O)OCc2ccc([N+](=O)[O-])cc2)c1C,-2.1,7.5%,20.6%,10.2%,-20.3,1.5%,-8.0%
CC(C)CC(=O)Nc1ccnn1C1CCN(C(=O)c2ccc(Cl)cc2F)CC1,19.6,4.9%,?,10.4%,-3.6,3.4%,0.2%
CN(Cc1ccccc1)C(=O)c1[nH]cnc1C(=O)NCc1ccc(CNC(=O)OC(C)(C)C)cc1,nt,?,?,88.5%[activator],nt,-0.1%,nt
OC1COC(OCc2ccccc2)C(O)C1O (centres undefined),-1.5,-1.7%,?,-2.2%,-13.9,3.5%,4.3%
CC(C)(C)C(=O)Nc1ccnc(-c2cccnc2)n1,-2.2,4.1%,15.8%,nt,-8.8,nt,-0.5%
O=C(Cc1ccc(Br)cc1)N1CCN(c2ccccc2O)CC1,36.0*,6.6%,nt,-0.4%,94.9*,0.2%,4.7%
CN(C(=O)CC1C(=O)NCCN1Cc1ccoc1)C1CCOCC1 (centres undefined),-1.8,20.2%,?,-3.6%,-6.6,-3.3%,3.1%
CC(=O)Nc1ccccc1NC(=O)C/C(C)=N/NC(=O)C1CCCCC1,14.6,52.0%[activator],45.4%[activator],11.2%,1.7,3.8%,-2.8%
CC1CCCC(C)N1C(=O)COC(=O)CNC(=O)c1ccccc1 (centres undefined),nt,-0.7%,?,-3.6%,nt,4.1%,nt
Oc1ccc(Br)cc1CNc1nccs1,-2.4,?,?,11.0%,16.4,-1.9%,1.0%
CCC(=O)Oc1oc(-c2ccccc2)nc1C=Nc1ccc(C)cc1,8.8,4.6%,40.6%[activator],12.9%,10.2,-1.0%,3.0%
Cc1c(Cl)cccc1NC(=O)Nc1ccc(C(N)=O)cc1,18.5,-11.8%,5.5%,0.3%,23.4,-0.5%,-2.9%
Cc1nn(CC(=O)N2CCN(C)CC2)c(=O)c2ccccc12,-3.7,30.9%,7.38µM*,-7.1%,-28.8,2.1%,3.9%
CN(Cc1cccs1)C(=O)CN1C(=O)c2ccccc2S1(=O)=O,nt,88.3%[activator],121.0%[activator],6.3%[11.6 µM],nt,2.8%,nt
Cc1ccsc1/C=C1\SC(N2CC(C)OC(C)C2)=NC1=O (centres undefined),-0.5,?,?,-17.4%,-7.3,-3.9%,-1.1%

# Exported with values under each structure: part of the list above.
# The line under a structure holds: Cycloheximide cs	Pf growth 48h	Pf growth 96h	AMA1-RON2 inh	Shiga toxin inh	Tb PYK inh	LmPK inhibitor
- COc1ccc(S(=O)(=O)N2CC(C)N(C(=O)N3CCOCC3)C2)cc1 (centres undefined)
  -1.9	17.3%	-1.4%	2.5%	-2.5	0.8%	1.6%
- CCCNC(=O)c1ccc2c(c1)ncn2-c1cc(C)cc(C)c1
  1.9	?	-17.9%	0.0%	-9.4	-0.1%	-6.5%
- CCOC(=O)c1c(C)[nH]c(C(=O)OCc2ccc([N+](=O)[O-])cc2)c1C
  -2.1	7.5%	20.6%	10.2%	-20.3	1.5%	-8.0%
- CC(C)CC(=O)Nc1ccnn1C1CCN(C(=O)c2ccc(Cl)cc2F)CC1
  19.6	4.9%	?	10.4%	-3.6	3.4%	0.2%
- CN(Cc1ccccc1)C(=O)c1[nH]cnc1C(=O)NCc1ccc(CNC(=O)OC(C)(C)C)cc1
  nt	?	?	88.5%[activator]	nt	-0.1%	nt

# (further entries)
SMILES,Cycloheximide cs,Pf growth 48h,Pf growth 96h,AMA1-RON2 inh,Shiga toxin inh,Tb PYK inh,LmPK inhibitor
Cn1cc(Cl)c(C(=O)NC(=S)Nc2sc3c(c2C#N)CCCCC3)n1,-0.3,21.9%,21.9%,37.6%[activator],-10.6,-11.0%,-4.8%
O=C(O)CCN1C(=O)c2ccc(NC(=O)c3ccco3)cc2C1=O,6.0,17.9%,-1.6%,-5.1%,-2.8,-1.3%,-6.1%
CCOc1cc2c(C#N)c(N3CCNCC3)nc(N)c2c(N)n1,-1.3,?,nt,4.4%,-6.5,-2.7%,0.1%
Cc1cc(NC(=O)c2cccc(S(=O)(=O)N3CCCC3)c2)no1,-0.8,6.3%,-1.1%,0.1%,-4.0,1.7%,-3.7%
O=C(C(Sc1ccccc1)c1ccccc1)N1CCOCC1 (centres undefined),-0.6,7.2%,?,17.4%,45.9*,-6.0%,-1.1%
Cc1cc(-c2cccs2)nc(-n2cccc2)n1,16.4,1.3%,7.8%,2.0%,13.6,3.3%,6.0%
CC(=O)C1=C(C)NC(=O)NC1c1cc(Br)ccc1OCC#N (centres undefined),-1.9,-7.7%,11.1%,-2.1%,4.7,-5.0%,-2.1%
Cc1ccc(-c2n[nH]c(=O)c3ccccc23)cc1S(N)(=O)=O,0.3,-18.5%,-9.3%,8.9%,-17.8,-1.5%,0.9%
Cc1cc(C)cc(N(CC(=O)NC2CCCC2)C(=O)c2csnn2)c1,-1.5,3.7%,10.7%,14.5%,-8.1,0.0%,1.9%
O=C1CC(=O)NC(SCC(=O)Nc2ccccc2[N+](=O)[O-])=N1,-2.0,-1.6%,5.6%,-6.1%,19.5,-13.3%,14.8%
CC(C)(C)C(=O)Nc1ccc(C(=O)OC2CCCCC2)cc1,49.9*,127.7%[activator],nt,-3.3%,102.4*,-13.6%,5.4%
CC1Cc2ccccc2N1C(=O)CSc1ncccn1 (centres undefined),nt,-5.7%,4.2%,1.1%,nt,1.5%,nt
C/C(=N\NC1=NCCN1)c1ccc(N)c([N+](=O)[O-])c1,11.9*,2.08µM*,?,-0.2%,6.4,-5.1%,-2.6%
O=C(NCCCN1CCOCC1)c1cc(Cl)ccc1OCc1ccccc1,-0.5,?,52.9%[activator],-12.7%,-12.2,-4.9%,3.9%
Cc1[nH]c2ccccc2c1C(=O)CN1C(=O)C(=O)N(CCC2=CCCCC2)C1=O,nt,-86.5%,?,-6.5%,nt,-4.3%,nt
C=CCNC(=O)CSc1cc([N+](=O)[O-])cc(S(=O)(=O)Cc2ccccc2)c1,-4.6,10.1%,-25.4%,4.2%,-4.3,-29.7%,0.1%
O=C(ONc1ccc(N=NC(=O)c2ccccc2O)cc1)c1ccccc1,-2.8,96.9%[activator],103.1%[activator],73.5%[activator],-8.5,-13.0%,-20.7%
O=C(NCc1ccccc1)C1=C[C@@H](c2csc3ccccc23)C[C@@H](OCCCCO)O1,6.8,?,?,9.3%,10.6,-8.5%,-0.8%
O=C1CCC([N+](=O)[O-])C(c2ccc(Br)cc2)N1 (centres undefined),-2.4,-14.7%,57.6%[activator],1.8%,1.6,-37.5%,0.0%
COc1ccc(C(=O)NCCn2cc(SCC(=O)N3CCOCC3)c3ccccc32)cc1,0.9,19.5%,32.1%[activator],-14.3%,-3.9,3.1%,-4.7%
CC(=O)Nc1ccc(NC(=O)CSc2nnc(-c3ccccc3)n2Cc2ccc3c(c2)OCO3)cc1,1.8,-1.0%,?,-9.9%,-5.5,-7.4%,-2.3%
O=[N+]([O-])c1ccccc1Oc1cnc2ccccc2n1,1.9,3.2%,-3.8%,-15.8%,-2.9,-2.1%,-0.2%
CCOC(=O)c1c(NC(=O)Cn2nc(C(F)(F)F)cc2C)sc(C)c1C,-1.8,-8.4%,-16.0%,-11.5%,-2.3,-17.2%,8.4%
CC1(C)CC(=O)c2cnc(N)nc2C1,14.6,7.2%,-3.1%,15.2%,12.3,-13.6%,-5.8%
Cc1ccccc1CN1CCC(N2CCC(C(=O)NCC3CCCO3)CC2)CC1 (centres undefined),-2.0,-4.2%,21.3%,-8.6%,-16.4,-11.3%,0.8%
C=C1NC(=O)c2cc(CN(C)c3ccc(C(=O)N[C@@H](CCC(=O)O)C(=O)O)s3)ccc2N1,nt,?,?,nt,nt,8.9%,nt
COc1ccc(NC(=O)c2ccc(OC)c(S(=O)(=O)N3CCCCC3C)c2)cn1 (centres undefined),nt,?,?,-3.2%,nt,1.5%,nt
COc1ccccc1CN(C)C(=O)CN1CCN(C(=O)c2cccs2)CC1,nt,?,-27.3%,12.5%,nt,-8.6%,nt
Nc1cc(-c2ccccc2)n2c(n1)nc1ccccc12,-1.8,-2.4%,-4.0%,-13.1%,-3.9,-0.3%,3.7%
N#C/C(=C\N1CCOCC1)C(N)=O,8.3,7.8%,0.0%,-1.5%,0.5,-4.3%,-7.1%
FC(F)(F)c1cccc(N2CCN(Cc3cccnc3)CC2)c1,-3.6,?,4.65µM*,-13.6%,16.2,3.5%,-0.6%
COc1ccc(C(CC(=O)O)NC(=O)C2CCCCC2)cc1 (centres undefined),-0.5,-21.7%,15.0%,-1.4%,-7.7,-11.7%,-6.0%
CCOC(=O)C1CN(S(=O)(=O)c2ccccc2)C1,0.9,-19.4%,-18.0%,10.2%,-7.5,4.0%,-5.3%
N#Cc1nc(COc2ccccc2)oc1N1CCCCCC1,-2.0,nt,69.5%[activator],?,-1.3,1.5%,-0.5%
CC(=O)c1cc(Cl)ccc1OC(=O)c1ccco1,-0.2,6.3%,nt,13.0%,-5.1,2.9%,-4.3%
Cn1c(C=O)c(-c2ccc3c(c2)OCCO3)c2ccccc21,nt,?,?,47.3%[activator],nt,-3.3%,nt
Cc1cccc(OCCCC(=O)Nc2ccc(S(=O)(=O)N3CCCC3)cc2)c1,-2.1,nt,?,-11.0%,15.5,-1.4%,7.0%
OC(COc1ccc(F)cc1)CN1CCN(c2ccccc2F)CC1 (centres undefined),-3.1,1.2%,-3.9%,9.3%,-2.8,1.2%,8.3%
Clc1ccc(Nc2ccccc2)nn1,2.6,17.9%,0.0%,10.2%,-8.2,3.9%,6.1%
Nc1cc(Cl)ccc1C(=O)OCC(=O)NC1CCCCCCC1,nt,?,-28.6%,-4.1%,nt,2.9%,nt
CN(C(=O)COC(=O)c1ccc(C(C)(C)C)cc1)C1CCS(=O)(=O)C1 (centres undefined),nt,?,-0.9%,5.2%,nt,-2.7%,nt
CCOc1ccc(S(=O)(=O)N2CCN(CC)CC2)cc1NC(=O)c1ccccc1F,-5.0,-4.1%,-32.0%,-15.7%,-8.4,3.9%,-5.6%
CC(=O)N1CCCN(Cc2nc(C3(c4ccc(C)cc4)CCCC3)no2)CC1,-1.4,-6.7%,-13.9%,-3.0%,-3.8,6.1%,-5.2%
COc1ccccc1NC(=O)C1=C(C)Nc2nc(CCCO)nn2C1c1ccc2c(c1)OCO2 (centres undefined),-1.8,?,nt,7.0%,-4.1,-6.6%,7.0%
COC(=O)NC1CCS(=O)(=O)C1 (centres undefined),-1.0,-6.1%,?,5.9%,15.6,-7.9%,1.3%
